# From PubChem
# Nrf2 inh = blocks Nrf2 signaling; Potency, µM (series often up to 46 µM), for inactives: top-dose activity change, negative = inhibition, usual class: inhibitors; 360,000 compounds, 2.1% hits; A549 ARE-Fluc reporter, luciferase luminescence, 18-24 h; also: potency is read from the fitted curve at half-maximal effect; % is scaled to controls: 0 for no effect and ±100 for the full control effect; nearly all actives have a fitted effect of over 60% in size
#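 Cells were seeded and rested 2 h, then exposed to compounds for 18-24 h. CellTiter-Fluor was read first as a viability measure. BugLite was added 15 min before the final luminescent read of ARE-luciferase activity in A549 cells.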
# IL-2 act = activates IL-2 in a cell-based reporter assay; activation, % (series mostly up to about 46 µM); IL-2 activation reporter assay, cell-based qHTS; stimulated with anti-CD3/CD4/CD28 beads; in transgenic mouse T cells; AID 652025; 360,000 compounds, 0.065% hits; in the data active = activation above about 50%; inconclusive = mostly about 30% to 49%; also: 0% is about no effect
#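 Readout: EGFP and DsRed signals by fluorescent plate cytometry. Unstimulated transgenic mouse T cells received compound 60 min before antibody-bead stimulation, then incubated 18 h at 37 degrees C.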
# A549 viability = counter-screen for Nrf2 inhibitors: cytotoxicity in A549 cells | A549 ARE-Fluc cells, CellTiter-Fluor viability, 18-24 h | Potency, µM (series often up to 46 µM), for inactives: at the highest dose activity change, negative = cytotoxicity, actives largely listed as inhibitors | 390,000 compounds, 0.16% hits; also: potency is read from the fitted curve at half-maximal effect; % is scaled to controls: 0 for no effect and ±100 for the full control effect
#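 A549 ARE-Fluc cells in 5% FBS OPTI-MEM, 5000 cells/well, rested 2 h then exposed to compounds in concentration-response for 18-24 h at 37 °C. Viability by CellTiter-Fluor fluorescence (Ex 405/Em 525) after 30 min; luciferase luminescence (BugLite, 15 min, RT) read afterwards.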
# Nrf2 activator = Nrf2 pathway activation. AREc32 ARE-luciferase reporter (MCF7-derived line), luminescence, 24 h. Potency, µM (top dose mostly 46.1 µM), inactives show at the top dose activation, hits mostly activators. 410,000 compounds, 0.31% hits; also: potency is read from the fitted curve at half-maximal effect; % of control where 0% means no effect; nearly all actives have a fitted effect of over 65% in size
#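 Each well held 1000 AREc32 cells, which were incubated with compound for 24 hr at 37 deg C after overnight attachment, and ARE reporter activity was quantified by firefly luciferase luminescence.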
# ATXN2 expr inh = inhibitors of ATXN2 expression; Potency, µM (highest dose often 57 µM), for inactives: top-dose activity change, negative = inhibition, most hits filed as inhibitors; 360,000 compounds, 0.72% hits; HEK-293 ATXN2-luciferase reporter, luminescence, 24 h; also: potency is read from the fitted curve at half-maximal effect; % is scaled to controls: 0 for no effect and ±100 for the full control effect; nearly all actives have a fitted effect of over 55% in size
#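 ATXN2-luciferase reporter cells (luciferase flanked by upstream and downstream ATXN2 gene portions) were treated 24 h at 37 °C with compounds at up to 57 uM. SteadyGlo luminescence gave expression; GF-AFC fluorescence gave viability.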
# TGFb SMAD3 inh = TGF-b pathway inhibition | Potency, µM (top dose mostly 46.1 µM), for the others: top-dose activity, negative = inhibition, hits mostly inhibitors | 410,000 compounds, 1.2% hits | HepG2 CAGA-GFP TGF-b/SMAD3 reporter, GFP fluorescence, 18 h; TGF-beta stimulated, 500 pg/mL final; also: potency is read from the fitted curve at half-maximal effect; % is scaled to controls: 0 for no effect and ±100 for the full control effect; nearly all actives have a fitted effect of over 65% in size
#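 Inhibition of TGF-beta-driven CAGA-GFP reporter expression in HEPG2 cells is measured by cellular GFP fluorescence after 18 h stimulation with 500 pg/mL recombinant TGF-beta in 1% FBS medium at 37 degrees C.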
# HepG2 tox = counter-screen for TGF-b inhibitors: cytotoxicity in HepG2 cells. Potency, µM (series often up to 46.1 µM), for inactives: at the highest dose activity change, negative = cytotoxicity, actives largely listed as cytotoxic. AID 588856. 410,000 compounds, 0.76% hits. HepG2 CAGA-GFP viability, ATP luminescence, 18 h; also: potency is read from the fitted curve at half-maximal effect; some results filed as inactive show a strong effect at the top dose
#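 HepG2 CAGA-GFP cells (1000/well, DMEM with 1% FBS) received compound, then TGF-beta at 500 pg/mL final, and were incubated 18 hours at 37 degrees C. Viability was read by CellTiter-Glo luminescence. Media-only wells were set as complete cell-killing and DMSO as no toxicity.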
# ATXN viability = cell viability loss in ATXN counter-screen; S2 cells (HEK-293 line with an ATXN2-luciferase reporter) viability, CellTiter-Fluor protease fluorescence, 24 h; 400,000 compounds, 0.49% hits; Potency, µM (series often up to 56.7 µM), actives largely listed as cytotoxic; AID 651635; also: potency is read from the fitted curve at half-maximal effect; nearly all actives have a fitted effect of over 40% in size
# EPAC2 agonist = activates human EPAC2 exchange factor. Q8WZA2. AID 720711. Potency, µM (top dose mostly 154 µM), inactives show at the highest dose activation, actives largely listed as activators. EPAC2 activation, biochemical qHTS; response scale: 100% = 6.5 mM cAMP response. 360,000 compounds, 0.079% hits; also: potency is read from the fitted curve at half-maximal effect; nearly all actives have a fitted effect of over 50% in size
# Target sequence (Q8WZA2 whole entry, looked up): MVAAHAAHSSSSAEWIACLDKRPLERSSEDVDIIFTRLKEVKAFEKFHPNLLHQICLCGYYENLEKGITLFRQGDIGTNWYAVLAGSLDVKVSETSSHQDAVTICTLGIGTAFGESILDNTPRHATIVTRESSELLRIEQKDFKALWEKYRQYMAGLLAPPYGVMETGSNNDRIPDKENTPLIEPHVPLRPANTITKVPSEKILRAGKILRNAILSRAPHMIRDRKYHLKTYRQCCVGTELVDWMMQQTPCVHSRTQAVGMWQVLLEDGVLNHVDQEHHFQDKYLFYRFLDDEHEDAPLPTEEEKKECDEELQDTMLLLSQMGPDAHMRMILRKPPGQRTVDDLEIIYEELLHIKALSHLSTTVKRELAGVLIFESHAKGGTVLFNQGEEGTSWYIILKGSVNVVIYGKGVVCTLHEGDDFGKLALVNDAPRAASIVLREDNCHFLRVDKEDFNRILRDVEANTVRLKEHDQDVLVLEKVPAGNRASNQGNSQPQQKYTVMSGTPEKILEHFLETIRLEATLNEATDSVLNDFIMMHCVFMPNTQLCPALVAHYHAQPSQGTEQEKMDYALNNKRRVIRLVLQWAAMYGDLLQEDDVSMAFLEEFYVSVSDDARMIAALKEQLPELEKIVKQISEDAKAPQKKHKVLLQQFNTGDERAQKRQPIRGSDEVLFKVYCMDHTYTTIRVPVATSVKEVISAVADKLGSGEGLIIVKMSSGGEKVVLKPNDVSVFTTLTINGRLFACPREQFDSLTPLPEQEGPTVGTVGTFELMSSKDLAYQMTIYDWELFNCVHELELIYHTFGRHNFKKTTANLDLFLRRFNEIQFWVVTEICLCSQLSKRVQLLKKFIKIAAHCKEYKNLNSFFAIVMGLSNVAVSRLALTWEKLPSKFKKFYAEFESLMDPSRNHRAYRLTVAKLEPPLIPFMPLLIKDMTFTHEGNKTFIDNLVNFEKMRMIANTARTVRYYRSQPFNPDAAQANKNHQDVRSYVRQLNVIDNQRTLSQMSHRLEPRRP
#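 Setup: EPAC2 100 nM, labeled Rap1B complex 250 nM, free GDP 50 uM. Compound titrations pinned in, brief spin, 5 min room temperature incubation. Kinetic fluorescence read over 30 min, normalized to 6.5 mM cAMP.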
# * hit, by the source's call; i = inactive; u = inconclusive; x = not tested or not shown; & = joins results of further samples; [ ] = dose if it differs, or a comment. Unless noted, calls follow the shape of the dose curve; as a rule, active = well fitted curve in the direction sought with a large enough effect; inconclusive = small, poorly fitted or top-dose-only effect, or another doubt; inactive = no such curve, though single readings can be large; an effect the other way counts as inactive or inconclusive.
SMILES,Nrf2 inh,IL-2 act,A549 viability,Nrf2 activator,ATXN2 expr inh,TGFb SMAD3 inh,HepG2 tox,ATXN viability,EPAC2 agonist
C/C(=N/NC(=O)c1cc(C2CC2)[nH]n1)c1cccs1,u,2.0,6%,-0.6%,u,0%,-40%,i,2%
COc1cc(/C=N/NC(=O)C(Cc2c[nH]c3ccccc23)NC(=O)OCc2ccccc2)cc([N+](=O)[O-])c1O (configuration not stated),1%,-2.3,-16%,-0.1%,6%,-10%,11%,u,-14%
O=c1cc(COc2cccc(C(F)(F)F)c2)nc2sc3c(n12)CCCC3,u,x,-6%,-0.8%,2%,-15%,1%,i,x
CCc1ccccc1NC(=O)c1cc(-c2ccc(OC)cc2)on1,1%&9%,1.0,-1%&2%,0.3%&0.7%,1%,7%&-23%,15%&-15%,i,4%
COc1ccc(C(=O)NCC2COc3ccccc3O2)cc1S(=O)(=O)N1CCOCC1 (configuration not stated),3%,-2.8,-2%,-1.2%,3%,1%,6%,i,-1%
CC(C)c1nc2sc3c(N4CCCCC4)ncnc3c2c2c1CCCC2,4%,x,-4%,-0.2%,3%,-2%,5%,i,x
CCCn1c(CN2CCN(C(=O)c3ccco3)CC2)nc2c1c(=O)n(C)c(=O)n2C,-5%,-4.2,-3%,0.9%,0%,11%,-6%,i,3%
COC(=O)c1cc(OC)c(OC)cc1NC(=O)Nc1ccc(OC)cc1OC,-25%,-0.3,-5%,-1.0%,4%,5%,3%,i,-4%
O=C(O)c1ccccc1N1C(=O)c2cccc3cccc(c23)C1=O,2%,-0.4,-2%,-0.7%,-8%,-19%,10%,u,7%
O=C(COC(=O)C1CCN(c2ccc(C(F)(F)F)cn2)CC1)Nc1cc(F)ccc1F,19%,-5.7,-11%,0.1%,-9%,1%,-2%,i,13%
O=C(c1ccco1)N1CCN(C(=O)c2[nH]c(C(F)(F)F)nc2-c2ccccc2)CC1,x,-0.5,x,0.0%,-2%,1%,8%,i,5%
Cc1ccc2c(c1)N(CC(=O)NCc1ccco1)C(=O)CO2,-4%,0.6,-1%,3.1%,-1%,-5%,-2%,i,3%
O=C(COC(=O)Cn1ccc(=O)[nH]c1=O)Nc1ccc(F)cc1,u,2.4,6%,-0.5%,2%,0%,2%,i,2%
O=C1N(Cc2cccnc2)C[C@@H]2C[C@@H](c3ccc(-c4ccccc4)cc3)N3CCC[C@@]123,-24%,-2.8,6%,4.8%,u,u,-16%,u,0%
COc1ccccc1CNC(=O)c1cc2c(=O)oc3ccc(C)cc3c2s1,9%,x,17%,-0.6%,-1%,25%,1%,i,x
O=C(NC1CC2CCC1C2)C1COc2ccccc2O1 (configuration not stated),-3%,4.5,-11%,-0.6%,10%,13%,-2%,i,2%
Cc1cccc(NC(=O)C2CCN(S(=O)(=O)c3ccc4[nH]c5c(c4c3)CCCCC5)CC2)c1,-12%,x,-6%,0.4%,x,u,-7%,x,x
CN(C)CCCn1c(SCC(=O)Nc2nc(-c3cccc(Br)c3)cs2)nc2ccccc2c1=O,4%,-2.3,5%,0.2%,-33%,u,-100%,i,4%
COC(=O)c1ccc(COc2cc([N+](=O)[O-])cc3cccnc23)o1,14%,-0.2,-1%,14%,-12%,-30%,-34%,i,0%
Cc1ccc(C(=O)C(C)OC(=O)Cn2[nH]c(=O)c3ccccc3c2=O)cc1C (configuration not stated),u,-3.8,7%,1.2%,-5%,-25%,-26%,i,5%
CCOC(=O)/C=C/c1ccc2c(c1)S(=O)(=O)N(Cc1ccc(OC)cc1)[C@H]2CC(=O)OCC,-4%,0.1,2%,u,6%,-24%&-17%,-7%&31%,i,6%
O=C1CCC(C(=O)N2CCN(c3cnccn3)CC2)CN1CCc1ccc(Cl)cc1 (configuration not stated),-20%,4.3,0%,-0.3%,-4%,-1%,2%,i,5%
O=C(CCCl)Nc1cccc2cccnc12,1%,x,-12%,x,x,7.1µM*,-90%,x,x
COC(=O)c1cccc(Oc2cccc(Cl)n2)c1,6%,-1.0,7%,-0.4%,x,-23%,4%,i,17%

# Of the compounds above, these contain a CF3 group:
SMILES,Nrf2 inh,IL-2 act,A549 viability,Nrf2 activator,ATXN2 expr inh,TGFb SMAD3 inh,HepG2 tox,ATXN viability,EPAC2 agonist
O=c1cc(COc2cccc(C(F)(F)F)c2)nc2sc3c(n12)CCCC3,u,x,-6%,-0.8%,2%,-15%,1%,i,x
O=C(COC(=O)C1CCN(c2ccc(C(F)(F)F)cn2)CC1)Nc1cc(F)ccc1F,19%,-5.7,-11%,0.1%,-9%,1%,-2%,i,13%
O=C(c1ccco1)N1CCN(C(=O)c2[nH]c(C(F)(F)F)nc2-c2ccccc2)CC1,x,-0.5,x,0.0%,-2%,1%,8%,i,5%

# An excerpt from above in order of count of non-hydrogen atoms, high to low:
SMILES,Nrf2 inh,IL-2 act,A549 viability,Nrf2 activator,ATXN2 expr inh,TGFb SMAD3 inh,HepG2 tox,ATXN viability,EPAC2 agonist
Cc1cccc(NC(=O)C2CCN(S(=O)(=O)c3ccc4[nH]c5c(c4c3)CCCCC5)CC2)c1,-12%,x,-6%,0.4%,x,u,-7%,x,x
O=C1CCC(C(=O)N2CCN(c3cnccn3)CC2)CN1CCc1ccc(Cl)cc1 (configuration not stated),-20%,4.3,0%,-0.3%,-4%,-1%,2%,i,5%
COC(=O)c1ccc(COc2cc([N+](=O)[O-])cc3cccnc23)o1,14%,-0.2,-1%,14%,-12%,-30%,-34%,i,0%
O=C(NC1CC2CCC1C2)C1COc2ccccc2O1 (configuration not stated),-3%,4.5,-11%,-0.6%,10%,13%,-2%,i,2%

# (next part)
SMILES,Nrf2 inh,IL-2 act,A549 viability,Nrf2 activator,ATXN2 expr inh,TGFb SMAD3 inh,HepG2 tox,ATXN viability,EPAC2 agonist
Cc1c(C(=O)N2CCCCC2)c(S(=O)(=O)NCc2ccc(Cl)cc2)c(C)n1C,-15%,-0.5,-13%,-0.2%,5%,-4%,-3%,i,3%
O=C(NS(=O)(=O)c1ccccc1)c1ccccc1,-4%,0.1,-8%,-2.1%,x,-21%,8%,x,5%
COc1ccccc1-n1c(=S)sc2c(=O)n(Cc3ccco3)c(SC)nc21,8.2µM*,-3.4,2%,0.2%,9%,-34%,-13%,i,18%
CCn1c(C(=O)NCc2ccc(C)cc2)cc2sc(Cl)cc21,u,x,0%,3.6%,x,x,-1%,x,x
CC(=O)Nc1nonc1-c1nnc(SCc2ccc(Cl)cc2)n1C,-23%,x,-7%,3.4%,-32%,1%,-3%,i,x
C[C@H]1C(=O)N(c2ccccc2)[C@@H]1c1ccccc1,15%,-0.2,3%,-0.7%,7%,4%,29%,i,5%
CCCn1c(SCC(=O)Nc2cc(C)on2)nc2c1c(=O)n(C)c(=O)n2C,2%,-0.2,0%,0.2%,-7%,u,-15%,i,5%
O=S1(=O)N[C@@H](Cc2ccccc2)COc2cc(N3CCSCC3)ccc21,x,1.5,x,-1.0%,-11%,x,x,u,8%
COc1cccc(OC)c1C(=O)OCC(=O)/C(C#N)=C(\C)N,2%,2.3,2%,0.5%,-15%,-1%,-11%,i,7%
CCOC(=O)CSc1nc2ccc(C)cc2cc1C#N,11%,-0.8,3%,4.0%,72%[activator],15%,9%,i,1%
COc1cc(NC(=S)NCc2ccc(S(N)(=O)=O)cc2)cc(OC)c1,2%,0.2,0%,4.1%,5%,10%,12%,i,7%
Cc1cccc2sc(N(Cc3cccnc3)C(=O)CCOc3ccccc3)nc12,x,x,18%,6.3%,x,u,-31%,x,x
O=C(NN=C(c1ccccc1)c1ccccc1)C(CCl)C1CCCCC1 (configuration not stated),6%,-1.4,3%,0.1%,9%,2%,-7%,i,7%
C1CCN2C[C@@H]3C[C@@H](CN4CCCC[C@@H]34)[C@H]2C1,-2%,-0.1,-2%,-1.2%,-5%&4%,2%,-1%,i,10%
CC(C)(C)[C@H]1COC(=O)CC/C=C\C[C@@H](CC(=O)N(CCO)Cc2ccccc2)C(=O)N1,5%,-1.1,0%,0.0%,-3%,-1%,-4%,i,-7%
COc1ccc(C(O)P(=O)(O)CCc2ccccc2)cc1 (configuration not stated),u,0.7,-5%,-0.2%,4%,1%,-16%,i,-4%
CCOC(=O)/C=C/C(=O)OCC(=O)Nc1cccc(Br)c1,-10%,-2.9,7%,19%,3%,-3%,-13%,i,6%
O=C(CN1C(=O)c2ccccc2S1(=O)=O)c1ccc(Cl)cc1Cl,12µM*,0.5,6%,-2.4%,2µM*,-5%,-7%,i,26%
O=C(Nc1cccc2nsnc12)c1ccc2c(c1)OCCO2,u,-1.1,4%,26%,24%,-28%,-38%,i,14%
C=CCOC(=O)C1=C(C)NC(SCC(=O)OCC)=C(C#N)C1c1ccc(O)c(OC)c1 (configuration not stated),-2%,-0.1,3%,0.5%,-4%,1%,8%,i,5%
CCc1cccc(C)c1NC(=O)CSc1nc(-c2ccccc2F)nc2nc[nH]c12,7%,0.7,-19%,2.4%,10%,0%,-12%,i,9%
CCOC(=O)NCN1C(=O)C2C3C=CC(C3)C2C1=O (configuration not stated),20%,0.6,-1%,0.2%,4%,-9%,5%,i,6%
CC(/C=C/c1ccc(Cl)o1)=C\C(=O)O,-9%,-3.4,0%,u,-8%,-2%,2%,i,3%
COc1ccc2c(CN(Cc3ccccc3)Cc3ccccc3)cc(=O)oc2c1,x,-0.4,x,5.9%,0%,-30%,-5%,i,2%
CC(C)(O)C(=O)NNC(=S)NCc1ccco1,4%,-1.1,8%,-0.4%,x,-17%,-12%,i,6%

# Rows are unselected, and some 4.3% of all compounds hit somewhere here.
